# High-throughput results (PubChem BioAssay)
# AddAB inh = growth inhibition of E. coli expressing H. pylori AddAB, primary screen, AddAB inhibitor project, absorbance; inhibition, % at 11.9 µM; 330,000 compounds, 0.29% hits; AID 435030, 2010; in the data active = inhibition above about 12%;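 also: 0% = vehicle wells of infected cells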
# OPRM1-OPRD1 ag = agonists of OPRM1-OPRD1 heterodimerization, primary screen, cell-based, luminescence. Mu-type opioid receptor (Homo sapiens) + Delta-type opioid receptor (Homo sapiens), …. cells. activation, % at 9.3 µM. 340,000 compounds, 0.3% hits. AID 504326, 2011; in the data active = activation above about 18%;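 also: 0% = vehicle-treated cells and 100% = reference agonist; values of inactives mirror those of a sister screen read the other way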
# Pemphigus Ab inh = inhibitors of pemphigus antibody binding to DSG3, primary screen, biochemical, bead-based, flow cytometry, scFv-GFP; AID 588358, 2011; binding (percent of control), % at 10 µM; Desmoglein-3 (Homo sapiens), P32926; 310,000 compounds, 0.48% hits; DSG3-coupled beads, scFv-anti-DSG3-GFP binding; hits give low values;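 active = binding more than 3 SD below its plate's average and above zero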;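 also: hits lower antibody fragment binding to DSG3; some compounds called inactive have numbers as strong as hits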
# Target sequence (P32926 whole entry, looked up, the tested form may be a part): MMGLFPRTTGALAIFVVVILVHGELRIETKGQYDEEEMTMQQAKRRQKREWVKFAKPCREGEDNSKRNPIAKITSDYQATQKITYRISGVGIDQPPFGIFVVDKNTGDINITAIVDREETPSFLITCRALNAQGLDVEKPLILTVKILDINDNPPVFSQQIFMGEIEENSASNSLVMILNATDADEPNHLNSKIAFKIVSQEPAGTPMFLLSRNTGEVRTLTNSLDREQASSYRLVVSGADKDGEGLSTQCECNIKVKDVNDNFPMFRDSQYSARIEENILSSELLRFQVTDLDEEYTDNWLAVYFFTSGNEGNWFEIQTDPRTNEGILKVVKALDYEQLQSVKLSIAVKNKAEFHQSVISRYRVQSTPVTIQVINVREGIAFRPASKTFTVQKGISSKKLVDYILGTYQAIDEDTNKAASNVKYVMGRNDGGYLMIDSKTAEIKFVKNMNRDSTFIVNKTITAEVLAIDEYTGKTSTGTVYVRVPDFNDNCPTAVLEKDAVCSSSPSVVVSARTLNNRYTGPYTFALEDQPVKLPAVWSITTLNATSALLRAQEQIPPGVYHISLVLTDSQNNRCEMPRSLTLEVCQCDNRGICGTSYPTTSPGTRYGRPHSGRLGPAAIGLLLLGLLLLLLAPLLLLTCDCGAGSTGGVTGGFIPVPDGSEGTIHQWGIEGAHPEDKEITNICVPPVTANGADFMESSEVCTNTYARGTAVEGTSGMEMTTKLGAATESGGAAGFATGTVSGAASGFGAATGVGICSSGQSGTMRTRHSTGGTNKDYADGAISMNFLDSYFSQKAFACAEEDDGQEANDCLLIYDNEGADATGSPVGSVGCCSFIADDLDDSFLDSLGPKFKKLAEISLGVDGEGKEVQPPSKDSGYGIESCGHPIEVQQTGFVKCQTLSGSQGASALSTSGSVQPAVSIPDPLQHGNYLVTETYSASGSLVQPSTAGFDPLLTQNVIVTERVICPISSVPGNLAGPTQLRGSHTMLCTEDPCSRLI
# Ecoli viability = E. coli V3065 growth inhibition, primary screen, counter-screen for AddAB inhibitor project, absorbance, OD600; 18 h; inhibition, % at 11.9 µM; 330,000 compounds, 0.27% hits; AID 449728, 2010;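 active = inhibition above the campaign's mean inhibition across all tested compounds plus 3 SD, cut at about 9.9% in these data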;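 also: uninfected addAB+ strain grown without phage in ampicillin broth; 0% = DMSO wells and 100% = ciprofloxacin 0.95 µg/ml wells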
# MOR-DOR inv ag = inverse agonists of MOR-DOR heterodimerization, primary screen, cell-based, luminescence; Mu-type opioid receptor (Homo sapiens) + Delta-type opioid receptor (Homo sapiens), …; cell-based MOR-DOR heterodimer luminescence, inverse agonism; inhibition, % at 9.3 µM; 340,000 compounds, 0.21% hits; in the data active = inhibition above about 22%, passing the limit was not always enough;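 also: 0% = cells with DMSO and 100% = wells without cells with DMSO; values of inactives mirror those of a sister screen read the other way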
# HTR5A inv ctr = HTR5A inverse agonists in luminescence cell assay, primary screen, counter-screen for OPRM1-OPRD1 heterodimer inverse agonist project, full-deck HTS. 5-hydroxytryptamine receptor 5A (Homo sapiens), P47898. HTR5A cell line, inverse agonism. inhibition, % at 9.3 µM. 340,000 compounds, 0.083% hits; in the data active = inhibition mostly above about 23%, no sharp cut-off; inactive = mostly below about 18%;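 also: 0% = cells with DMSO and 100% = no-cell wells with DMSO; some compounds called inactive have numbers as strong as hits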
# PfHsp90 yeast 2 = growth inhibition of PfHsp90-expressing yeast, primary screen, antimalarial PfHsp90 inhibitor project, S. cerevisiae, BacTiter-Glo luminescence, single point, set 2 | BacTiter-Glo ATP, 48 h; yeast lacking PDR1 and PDR3 efflux regulators | inhibition, % at 9.4 µM | 310,000 compounds, 0.32% hits;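 active = every replicate shows inhibition above about 80%, whatever the replicate mean, limit read from the data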;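 also: 0% = DMSO neutral controls and 100% = 20 µM radicicol positive controls; yeast relying on Plasmodium falciparum Hsp90 in place of its own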
# SUMO Mot1 rescue = yeast Mot1-301 growth rescue at high temperature, primary screen, SUMOylation pathway inhibitor project, S. cerevisiae, ATP luminescence, 38.5C; AID 2716, 2010; growth rescue, % at 18.8 µM; S. cerevisiae Mot1-301 growth rescue; percent above DMSO median, 100 means doubled; 320,000 compounds, 1% hits;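 active = every valid replicate shows activation above 250% relative to neutral control wells; inactive = the rest, any valid replicate at or below 250%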;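 also: OY570 slx delta 5 strain wells were the positive control but not used for scaling; some compounds called inactive have numbers as strong as hits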
# phage Ecoli inh = growth loss of phage-infected E. coli, primary screen, RecBCD inhibitor project, absorbance, with phage, HTS; 360,000 compounds, 0.26% hits; AID 651602, 2012; inhibition, % at 11.9 µM; in the data active = inhibition above about 11%
# PKA-R1A act = activators of PKA-R1A holoenzyme, primary screen, biochemical, fluorescence polarization, Cy5-IP20, bovine R1A, mouse PKAc | cAMP-dependent protein kinase type I-alpha regulatory subunit (Bos taurus) + … | PKA-R1A dissociation; scaled: DMSO 0%, 113 µM cGMP 100% | AID 504707, 2011 | activation, % at 11.4 µM | 340,000 compounds, 0.083% hits;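 active = percent activation above the mean of all tested compounds plus 3 SD, cut at about 19% in these data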;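 also: higher means more PKAc released from R1A so a rise in polarization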
# HTR5A ag = HTR5A agonists in luminescence cell assay, primary screen, counter-screen for OPRM1-OPRD1 heterodimer agonist project, full-deck HTS; activation, % at 9.3 µM; cell-based; 5-hydroxytryptamine receptor 5A (Homo sapiens), P47898; 340,000 compounds, 0.61% hits; in the data active = activation mostly above about 9.5%, no sharp cut-off; inactive = mostly below about 7.6%;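 also: 0% = cells with vehicle only and 100% = reference agonist; strong numbers were not always called active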
# Numbers without * were called inactive; x = not tested or not shown.
1: O=c1cc(O)nc(SCc2ccccc2)n1-c1ccc(Cl)cc1
2: CC(O)(CS(=O)(=O)Cc1ccccc1)c1ccccc1 (stereo not given)
3: CC(C)N(C)CCOC(=O)C1COc2ccccc2O1 (stereo not given)
4: O=C(c1cccc(-n2cccc2)c1)N1CCN(S(=O)(=O)c2ccccc2)CC1
5: CC(C)[C@H]1C(=O)Nc2ccccc2N1C(=O)N[C@@H](Cc1ccccc1)C(=O)N[C@@H](C(=O)O)c1ccccc1
6: N=C1c2ccccc2CN1NC(=O)COc1ccc(Cl)cc1
7: COc1ccc(/C=C2\CCc3ccccc3C2=O)cc1Cn1nc(C)cc1C
8: CN(C(=O)c1ccc(NC(=O)Cc2ccc(NC(=O)C3CCN(C(=O)C4CCC4)CC3)cc2)cc1)C1CCCC1

compound no. | 1 | 2 | 3 | 4 | 5 | 6 | 7 | 8
HTR5A inv ctr | -11.2 | 5.2 | 20.2 | -26.5 | -0.3 | -1.5 | -20.8 | 6.7
Pemphigus Ab inh | 120.2 | 89.5 | 112.2 | 83.5 | 97.7 | 102.5 | 101.9 | 102.2
Ecoli viability | -2.3 | 1.1 | 0.3 | 3.2 | 0.2 | 1.3 | 0.0 | x
AddAB inh | -1.2 | 2.4 | 0.6 | -0.3 | 5.2 | 1.6 | -0.1 | x
phage Ecoli inh | 4.3 | -0.8 | 4.5 | 2.6 | 1.6 | 2.3 | 2.7 | 1.4
MOR-DOR inv ag | 16.4 | 5.4 | 10.8 | 14.4 | 21.4 | 17.8 | -11.5 | 12.9
PfHsp90 yeast 2 | x | 15.1 | 27.4 | x | -1.6 | 8.4 | -1.3 | 2.4
SUMO Mot1 rescue | 1.2 | -18.3 | -5.2 | 5.0 | -2.0 | 0.9 | 55.7 | x
HTR5A ag | 4.1 | -1.5 | 0.8 | 3.6 | 6.2 | 0.6 | 11.7 | -1.9
OPRM1-OPRD1 ag | -3.4 | -1.2 | -2.2 | -2.7 | -4.2 | -3.9 | 1.8 | -2.8
PKA-R1A act | -13.6 | -0.8 | -9.7 | -3.0 | -1.1 | -8.9 | 1.9 | -5.2

9: Cc1ccc(CNC(=O)c2ccc(NC(=O)C3=CSCCO3)cc2)cc1
10: O=S(=O)(c1ccc(NC(=S)NCc2ccncc2)cc1)N1CCCCC1
11: N#CCCN1CCCc2cc(N=Nc3ccc(C(F)(F)F)cc3)ccc21
12: COCC(=O)n1cc(C(=O)OC)c2ccccc21
13: O=C(COC(=O)C1CC2CCCC(C1)C2=O)NNC(=O)c1ccc([N+](=O)[O-])cc1 (stereo not given)
14: COc1ccccc1-n1cnnc1SC(C)C(=O)Nc1ccc(NC(C)=O)cc1 (stereo not given)
15: O=C(CN1C(=O)c2cccc3cccc1c23)NC1CCCC1
16: CC(/C=N/n1c(-c2n[nH]c3c2CCC3)n[nH]c1=S)=C\c1ccco1

compound no. | 9 | 10 | 11 | 12 | 13 | 14 | 15 | 16
HTR5A inv ctr | 8.1 | -10.8 | x | -8.3 | -9.0 | 0.6 | -2.2 | 24.1
Pemphigus Ab inh | 73.2 | x | 99.5 | 94.5 | 96.1 | 89.7 | 118.8 | 98.9
Ecoli viability | 1.0 | -0.7 | -0.2 | -0.6 | -1.4 | 1.1 | 1.6 | -1.4
AddAB inh | 5.4 | 0.6 | 5.1 | 5.0 | -0.8 | 2.7 | 2.6 | -1.0
phage Ecoli inh | 2.1 | -0.5 | -2.6 | 2.7 | 1.7 | -0.3 | 1.2 | 2.2
MOR-DOR inv ag | 7.5 | 12.7 | x | 1.1 | 11.3 | 5.2 | 3.1 | 1.3
PfHsp90 yeast 2 | 1.4 | -3.9 | 10.3 | -20.3 | x | 17.2 | 7.3 | 13.0
SUMO Mot1 rescue | 0.3 | 0.6 | -12.8 | -15.0 | -2.6 | -3.1 | 61.6 | -11.1
HTR5A ag | 0.2 | 11.1 | x | -0.8 | 3.7 | -3.6 | 0.8 | -2.7
OPRM1-OPRD1 ag | -1.5 | -2.6 | x | -0.2 | -2.2 | -1.0 | -0.6 | -0.2
PKA-R1A act | 3.7 | 5.8 | x | 10.4 | 1.2 | -4.4 | -4.0 | 9.1

17: Cc1ccc(C)c(N2CCN(S(=O)(=O)c3c(C)noc3/C=C/N(C)C)CC2)c1
18: O=C(Nc1cccc(S(=O)(=O)NC2=NCCCCC2)c1)c1cccnc1Cl
19: Cc1ccc(SCC(=O)NN=C2CCN(C)CC2)cc1
20: Cc1ccccc1S(=O)(=O)N1[C@@H](c2ccc(F)cc2)C(C(=O)O)=CC[C@H]1c1ccc(Cl)cc1
21: C=CCN(C(=O)CCS(=O)(=O)c1cccc2nsnc12)c1ccccc1
22: O=C(Nc1nccs1)c1ccc[nH]c1=O
23: CCCn1c(SCC(=O)N2CCc3ccccc32)n[nH]c1=O

compound no. | 17 | 18 | 19 | 20 | 21 | 22 | 23
HTR5A inv ctr | -12.7 | 9.7 | -9.6 | 13.5 | 1.5 | -16.1 | 5.1
Pemphigus Ab inh | 96.0 | 97.9 | 99.1 | 101.5 | x | 114.6 | 92.5
Ecoli viability | -1.3 | 3.6 | 0.2 | 0.2 | 1.1 | -0.2 | 1.1
AddAB inh | 2.9 | 4.8 | 2.9 | 0.5 | 1.7 | 2.2 | 0.9
phage Ecoli inh | 2.4 | 3.2 | 4.5 | -0.2 | -1.4 | -0.6 | 1.6
MOR-DOR inv ag | -6.3 | 9.0 | 5.0 | 11.1 | 8.2 | 8.4 | 20.0
PfHsp90 yeast 2 | 0.8 | 18.5 | 4.2 | 17.0 | -31.3 | 4.7 | x
SUMO Mot1 rescue | 14.2 | x | 0.9 | 22.4 | -9.8 | -14.2 | 4.1
HTR5A ag | 6.1 | -2.5 | 3.6 | -5.3 | 2.2 | 3.9 | -1.4
OPRM1-OPRD1 ag | 1.5 | -1.7 | -1.0 | -2.0 | -1.3 | -1.5 | -3.8
PKA-R1A act | -1.4 | -3.2 | -8.1 | -3.9 | -0.7 | 13.9 | 3.7

# At a glance, some entries already given.
14: COc1ccccc1-n1cnnc1SC(C)C(=O)Nc1ccc(NC(C)=O)cc1 (stereo not given)
15: O=C(CN1C(=O)c2cccc3cccc1c23)NC1CCCC1
16: CC(/C=N/n1c(-c2n[nH]c3c2CCC3)n[nH]c1=S)=C\c1ccco1
17: Cc1ccc(C)c(N2CCN(S(=O)(=O)c3c(C)noc3/C=C/N(C)C)CC2)c1
18: O=C(Nc1cccc(S(=O)(=O)NC2=NCCCCC2)c1)c1cccnc1Cl
19: Cc1ccc(SCC(=O)NN=C2CCN(C)CC2)cc1
20: Cc1ccccc1S(=O)(=O)N1[C@@H](c2ccc(F)cc2)C(C(=O)O)=CC[C@H]1c1ccc(Cl)cc1

compound no. | 14 | 15 | 16 | 17 | 18 | 19 | 20
HTR5A inv ctr | 0.6 | -2.2 | 24.1 | -12.7 | 9.7 | -9.6 | 13.5
Pemphigus Ab inh | 89.7 | 118.8 | 98.9 | 96.0 | 97.9 | 99.1 | 101.5
Ecoli viability | 1.1 | 1.6 | -1.4 | -1.3 | 3.6 | 0.2 | 0.2
AddAB inh | 2.7 | 2.6 | -1.0 | 2.9 | 4.8 | 2.9 | 0.5
phage Ecoli inh | -0.3 | 1.2 | 2.2 | 2.4 | 3.2 | 4.5 | -0.2
MOR-DOR inv ag | 5.2 | 3.1 | 1.3 | -6.3 | 9.0 | 5.0 | 11.1
PfHsp90 yeast 2 | 17.2 | 7.3 | 13.0 | 0.8 | 18.5 | 4.2 | 17.0
SUMO Mot1 rescue | -3.1 | 61.6 | -11.1 | 14.2 | x | 0.9 | 22.4
HTR5A ag | -3.6 | 0.8 | -2.7 | 6.1 | -2.5 | 3.6 | -5.3
OPRM1-OPRD1 ag | -1.0 | -0.6 | -0.2 | 1.5 | -1.7 | -1.0 | -2.0
PKA-R1A act | -4.4 | -4.0 | 9.1 | -1.4 | -3.2 | -8.1 | -3.9
